PrPC surface inh = reduces human prion protein on the cell surface; P04156; cell surface PrPC, TR-FRET read-out; inhibition, % at 13.8 µM; 0.43% of 370,000 active; in the data active = inhibition above about 24%; also: 0% = median of the test wells and 100% = reference compound wells
BoNT A protease = BoNT A light chain protease inhibition; 0.17% of 360,000 active; multiplex microsphere protease substrate cleavage, flow cytometry; inhibition, % at 10 µM; also: plate controls were buffer without enzyme for full effect and enzyme alone for no effect
Yp Topo-I inh = inhibitors of Yersinia pestis topoisomerase I | Y. pestis Topo-I cleavage product accumulation, plate reader | activity, % at 10 µM | 0.064% of 360,000 active; in the data active = activity above about 50%, passing the limit was not always enough; inconclusive = no clear call, values can overlap the other calls; also: inactives centre near 2
BH1578 lux ind = quorum light induction in luxS cqsA deficient V. cholerae; 0.16% of 350,000 active; V. cholerae BH1578 lux reporter, luminescence, 6 h; activation, % at 18.7 µM; in the data active = activation mostly above about 9.7%, no sharp cut-off; inconclusive = no clear call, values can overlap the other calls; inactive = mostly below about 3.7%; also: not every result past the cut was called active; inactives centre near 0; reference of the scale not given here
PfHsp40 yeast = compounds rescuing yeast from Plasmodium falciparum HSP40 toxicity; S. cerevisiae expressing PfHsp40, growth rescue, ATP luminescence; growth rescue, % at 12.5 µM; 0.68% of 340,000 active; AID 504582; in the data active = growth rescue above about 28%, passing the limit was not always enough; inconclusive = no clear call, values can overlap the other calls;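 also: yeast W303a lacking pdr1 and pdr3 grown in galactose medium; growth measured after three days at 30 °C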
SARS 3CLpro inh = SARS-CoV 3CLpro protease inhibition; P0C6X7; recombinant SARS-CoV 3CLpro, quenched FRET peptide cleavage; inhibition, % at 6 µM; 0.14% of 290,000 active; AID 1706; in the data active = inhibition above about 12%
Anthrax LF prot = inhibitors of Bacillus anthracis lethal factor protease | P15917 | inhibition, % at 10 µM | 0.12% of 360,000 active | multiplex microsphere protease cleavage assay, LF | AID 588501; also: plate controls were buffer without enzyme for full effect and enzyme alone for no effect
Target sequence (P15917 whole entry, looked up): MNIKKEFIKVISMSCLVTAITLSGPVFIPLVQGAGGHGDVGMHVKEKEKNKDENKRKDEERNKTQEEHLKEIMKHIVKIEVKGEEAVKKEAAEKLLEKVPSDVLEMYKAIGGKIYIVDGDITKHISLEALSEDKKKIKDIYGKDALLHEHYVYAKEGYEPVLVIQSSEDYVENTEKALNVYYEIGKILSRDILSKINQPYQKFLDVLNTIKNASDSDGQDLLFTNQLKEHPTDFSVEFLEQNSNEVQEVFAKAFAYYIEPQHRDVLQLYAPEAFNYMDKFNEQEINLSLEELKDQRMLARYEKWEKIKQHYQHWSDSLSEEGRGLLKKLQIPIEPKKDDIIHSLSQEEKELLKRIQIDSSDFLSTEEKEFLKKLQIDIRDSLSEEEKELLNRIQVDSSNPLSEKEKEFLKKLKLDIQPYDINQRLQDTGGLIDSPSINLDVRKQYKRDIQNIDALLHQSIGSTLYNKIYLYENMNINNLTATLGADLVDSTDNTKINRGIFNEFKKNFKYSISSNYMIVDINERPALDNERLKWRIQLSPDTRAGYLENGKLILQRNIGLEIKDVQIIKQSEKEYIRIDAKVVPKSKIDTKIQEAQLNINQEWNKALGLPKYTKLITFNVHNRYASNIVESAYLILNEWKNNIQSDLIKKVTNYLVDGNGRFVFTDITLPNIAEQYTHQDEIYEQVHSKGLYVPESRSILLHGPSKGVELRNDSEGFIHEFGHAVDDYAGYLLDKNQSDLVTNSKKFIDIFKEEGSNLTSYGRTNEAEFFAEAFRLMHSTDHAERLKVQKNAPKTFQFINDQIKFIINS
TcdB GH inh = inhibitors of Clostridioides difficile toxin B glycohydrolase | P18177 | TcdB glycohydrolase enzymatic assay, plate reader | inhibition, % at 9.99 µM | 0.24% of 350,000 active | AID 652162; in the data active = inhibition above about 10%
SSB-PriA inh = blocks PriA binding to SSB C-terminal tail | AlphaScreen SSBct-PriA binding, biotinylated peptide | inhibition, % at 33 µM | 0.6% of 430,000 active; in the data active = inhibition mostly above about 37%, no sharp cut-off; inactive = mostly below about 20%;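 also: plate controls were negative control peptide for no effect and reference peptide for full effect; strong numbers were not always called active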
The depositor's hits bear a star. Rule as the data show it, unless noted: active = inhibition above about 30%; inconclusive = no clear call, values can overlap the other calls; inactive = below that.

CCCCOC(=O)C1C2C=C[C@]3(CN(CCCOC)C(=O)[C@H]13)O2 (stereo partly drawn) was read as PrPC surface inh -6, BoNT A protease -0.7, Yp Topo-I inh 7, BH1578 lux ind inactive, PfHsp40 yeast 0.1, SARS 3CLpro inh 1, Anthrax LF prot -3 and SSB-PriA inh -16.
`CC1(C)C(=O)OC(c2cccn2-c2ccc([N+](=O)[O-])cc2)C2(CCCCC2)C1=O` (stereo not drawn) gave PrPC surface inh -6, BoNT A protease -0.7, Yp Topo-I inh -1, BH1578 lux ind -0.2, PfHsp40 yeast 0.0, SARS 3CLpro inh -2, Anthrax LF prot 0, TcdB GH inh -0.1 and SSB-PriA inh 16.
COCCCn1c(-c2ccc(OC)cc2)nc2c1c(=O)[nH]c(=O)n2Cc1ccccc1 was read as PrPC surface inh 0, BoNT A protease 0.7, Yp Topo-I inh 6, BH1578 lux ind -0.3, PfHsp40 yeast 0.8, SARS 3CLpro inh -4, Anthrax LF prot 1, TcdB GH inh -3.6 and SSB-PriA inh 1.
Screening Cc1ccc2nc(SCC(=O)Nc3cc([N+](=O)[O-])ccc3F)[nH]c2c1 returned PrPC surface inh -17, BoNT A protease -0.7, Yp Topo-I inh -5, BH1578 lux ind inactive, PfHsp40 yeast 2.6, SARS 3CLpro inh 0, Anthrax LF prot -1 and SSB-PriA inh 12.
Screening CC1CN(c2nc3c(c(=O)n(Cc4ccc(Cl)c(Cl)c4)c(=O)n3C)n2C)CC(C)O1 (stereo not drawn) returned PrPC surface inh 6, BoNT A protease -0.4, Yp Topo-I inh 14, BH1578 lux ind -3.2, PfHsp40 yeast 22, SARS 3CLpro inh 0, Anthrax LF prot 0 and SSB-PriA inh 1.
`CCCCC(=O)Nc1cnc(NC(=O)c2ccco2)cc1C` gave PrPC surface inh 5, BoNT A protease -2.0, Yp Topo-I inh -3, BH1578 lux ind 0.6, PfHsp40 yeast -1.0, SARS 3CLpro inh -3, Anthrax LF prot 0, TcdB GH inh 0.6 and SSB-PriA inh -7.
S=C(Nc1ccc(Cl)cc1)NC1CCN(Cc2ccccc2)CC1 was read as PrPC surface inh -1, BoNT A protease -0.8, Yp Topo-I inh -1, BH1578 lux ind -0.3, PfHsp40 yeast 0.5, SARS 3CLpro inh -9, Anthrax LF prot -1, TcdB GH inh 0.1 and SSB-PriA inh -3.
CCOC(=O)c1cccc(-n2cccc2/C=C2\NC(=O)N(CC(=O)O)C2=O)c1 was read as PrPC surface inh -6, BoNT A protease 0.1, Yp Topo-I inh 15, BH1578 lux ind inactive, PfHsp40 yeast 0.3, Anthrax LF prot -4, TcdB GH inh 0.1 and SSB-PriA inh -6.
CCOc1ccc(S(=O)(=O)N2CCCCC2)cc1NC(=O)CC1OC(=O)c2ccccc21 (stereo not drawn) was read as PrPC surface inh 2, BoNT A protease -1.6, Yp Topo-I inh 23, BH1578 lux ind -1.4, PfHsp40 yeast 0.9, Anthrax LF prot 4, TcdB GH inh 4.1 and SSB-PriA inh -11.
`Cc1cc(-c2ccccc2)nc(N/N=C/c2ccc([N+](=O)[O-])cc2)n1` gave PrPC surface inh 2, BoNT A protease 0.2, Yp Topo-I inh -8, BH1578 lux ind -0.4, PfHsp40 yeast -0.2, SARS 3CLpro inh -1, Anthrax LF prot -3 and TcdB GH inh 0.5.
Screening CCN(CC(=O)Nc1c(F)cccc1F)C(=O)c1cccc(S(=O)(=O)N2CCCCCC2)c1 returned PrPC surface inh 4, BoNT A protease 0.3, Yp Topo-I inh 2, BH1578 lux ind -3.1, PfHsp40 yeast -1.5, Anthrax LF prot 2, TcdB GH inh -0.3 and SSB-PriA inh 2.
For Cc1ccc2c(c1)C1CN(C)CCC1N2C(=O)/C=C/c1ccc2c(c1)OCO2 (stereo not drawn) the results were PrPC surface inh -14, BoNT A protease 0.1, Yp Topo-I inh -6, BH1578 lux ind 6.7, PfHsp40 yeast 2.5, SARS 3CLpro inh -1, Anthrax LF prot -1, TcdB GH inh 0.9 and SSB-PriA inh 4.
`Cc1cc(C=C2C(=O)NC(=O)NC2=O)c(C)n1-c1ccncc1` gave PrPC surface inh -3, BoNT A protease 0.0, Yp Topo-I inh 3, BH1578 lux ind inactive, PfHsp40 yeast -0.4, SARS 3CLpro inh 0, Anthrax LF prot -4, TcdB GH inh 0.4 and SSB-PriA inh 4.
`CCN(CC(=O)NCc1cccs1)C(=O)c1ccc(C)o1` gave PrPC surface inh 7, BoNT A protease -0.1, Yp Topo-I inh -2, BH1578 lux ind inactive, PfHsp40 yeast -0.9, Anthrax LF prot 5, TcdB GH inh 0.8 and SSB-PriA inh -9.
CCOC(=O)C(NC(C)=O)C(=O)Nc1ccc(OC)cc1 (stereo not drawn) was read as PrPC surface inh 12, BoNT A protease -0.4, Yp Topo-I inh -11, BH1578 lux ind -0.3, PfHsp40 yeast -0.6, SARS 3CLpro inh 0, Anthrax LF prot -1, TcdB GH inh -4.1 and SSB-PriA inh -1.
Screening Cc1nnc(SCc2cn3ccsc3n2)n(N)c1=O returned PrPC surface inh 0, BoNT A protease 0.1, Yp Topo-I inh 1, BH1578 lux ind inactive, PfHsp40 yeast -0.4, SARS 3CLpro inh 0, Anthrax LF prot -6 and SSB-PriA inh -14.
Screening Cc1ccc(N(C(C)C(=O)NCc2ccncc2)S(C)(=O)=O)cc1C (stereo not drawn) returned PrPC surface inh -1, BoNT A protease -0.3, Yp Topo-I inh 6, BH1578 lux ind -0.3, PfHsp40 yeast -0.8, SARS 3CLpro inh 3, Anthrax LF prot 2, TcdB GH inh 0.2 and SSB-PriA inh -4.
For CC(C)CNC(=O)COC(=O)Cc1ccc(Cl)cc1 the results were PrPC surface inh -6, BoNT A protease -0.1, Yp Topo-I inh 7, BH1578 lux ind -0.7, PfHsp40 yeast 2.7, SARS 3CLpro inh 2, Anthrax LF prot -3, TcdB GH inh 0.8 and SSB-PriA inh -14.
For CCOc1ccccc1N(C(=O)c1snc(C(N)=O)c1N)C(C(=O)NCc1ccccc1)c1ccc(O)cc1 (stereo not drawn) the results were PrPC surface inh -21, BoNT A protease -4.8, Yp Topo-I inh 11, BH1578 lux ind 0.6, PfHsp40 yeast -0.9, SARS 3CLpro inh 1, Anthrax LF prot -8, TcdB GH inh 0.7 and SSB-PriA inh -9.
`Cc1c(Cl)c([N+](=O)[O-])nn1CC(=O)NCc1ccco1` gave PrPC surface inh -5, BoNT A protease -0.1, Yp Topo-I inh 3, BH1578 lux ind inactive, PfHsp40 yeast 1.9, SARS 3CLpro inh -1, Anthrax LF prot -1 and SSB-PriA inh -16.
`COc1ccc(N2CCCC2)c(NC(=O)c2ccc(Br)o2)c1` gave PrPC surface inh -15, BoNT A protease 2.4, Yp Topo-I inh 13, BH1578 lux ind 0.6, PfHsp40 yeast 0.5, SARS 3CLpro inh -4, Anthrax LF prot -2, TcdB GH inh 1.1 and SSB-PriA inh -5.
O=C(Nc1ccc(F)cc1)C1CCCN(C2=NS(=O)(=O)c3ccccc32)C1 (stereo not drawn) was read as PrPC surface inh -7, BoNT A protease 0.9, Yp Topo-I inh -2, BH1578 lux ind -0.9, PfHsp40 yeast 0.2, Anthrax LF prot -4, TcdB GH inh -0.3 and SSB-PriA inh 2.
Screening COc1ccc(NC(=O)C2CCCN(S(=O)(=O)c3c(C)[nH]c(=O)[nH]c3=O)C2)cc1OC (stereo not drawn) returned PrPC surface inh -3, BoNT A protease 0.8, Yp Topo-I inh 12, BH1578 lux ind -0.1, PfHsp40 yeast 0.0, SARS 3CLpro inh 9, Anthrax LF prot -7, TcdB GH inh -0.2 and SSB-PriA inh -13.
O=C(NC1CCCCCC1)C1CCN(S(=O)(=O)c2cccc3cccnc23)CC1 was read as PrPC surface inh -3, BoNT A protease -1.1, Yp Topo-I inh -2, BH1578 lux ind -0.5, PfHsp40 yeast -0.7, SARS 3CLpro inh -5, Anthrax LF prot -7, TcdB GH inh 1.2 and SSB-PriA inh -13.
`CCOc1ccccc1NC(=O)CCS(=O)(=O)c1ccc(Br)cc1` gave PrPC surface inh 6, BoNT A protease 0.4, Yp Topo-I inh 10, BH1578 lux ind inactive, PfHsp40 yeast inconclusive, SARS 3CLpro inh -5, Anthrax LF prot 12, TcdB GH inh 1.9 and SSB-PriA inh -13.
O=C(N[C@H]1C/C=C\C[C@@H](CC(=O)N(CCO)Cc2ccccc2)C(=O)NC[C@H](c2ccccc2)OC1=O)OCC1c2ccccc2-c2ccccc21 was read as PrPC surface inh 15, BoNT A protease -0.3, Yp Topo-I inh 23, BH1578 lux ind -0.3, PfHsp40 yeast 3.5, Anthrax LF prot -6, TcdB GH inh -8.5 and SSB-PriA inh 3.
COc1ccc2c(c1)C(C)=CC(C)(C)N2S(=O)(=O)c1ccc(C)cc1 was read as PrPC surface inh 9, BoNT A protease 0.1, Yp Topo-I inh 5, BH1578 lux ind inactive, PfHsp40 yeast 16, SARS 3CLpro inh 4, Anthrax LF prot -1, TcdB GH inh 1.1 and SSB-PriA inh -18.
Screening COc1cc2c(cc1NC(=O)COC(=O)CNS(=O)(=O)c1ccc(C)cc1)oc1ccccc12 returned PrPC surface inh 10, BoNT A protease -0.5, Yp Topo-I inh 9, BH1578 lux ind -0.2, PfHsp40 yeast 0.4, SARS 3CLpro inh 1, Anthrax LF prot -2, TcdB GH inh 0.7 and SSB-PriA inh -7.
`COCc1cc(=O)[nH]c(SCCS(=O)(=O)c2ccc(Cl)cc2Cl)n1` gave PrPC surface inh 3, BoNT A protease -9.7, Yp Topo-I inh -9, BH1578 lux ind -0.8, PfHsp40 yeast -1.4, SARS 3CLpro inh -4, Anthrax LF prot 0, TcdB GH inh -0.1 and SSB-PriA inh 2.
For Cc1n[nH]c(C)c1N1C(=O)c2cccc3c(N4CCCCCC4)ccc(c23)C1=O the results were PrPC surface inh 4, BoNT A protease 16, Yp Topo-I inh 0, BH1578 lux ind -0.4, PfHsp40 yeast 2.0, SARS 3CLpro inh -27, Anthrax LF prot -6 and SSB-PriA inh -29.

Copied from the listing (three entries):
`COc1ccc(N2CCCC2)c(NC(=O)c2ccc(Br)o2)c1` gave PrPC surface inh -15, BoNT A protease 2.4, Yp Topo-I inh 13, BH1578 lux ind 0.6, PfHsp40 yeast 0.5, SARS 3CLpro inh -4, Anthrax LF prot -2, TcdB GH inh 1.1 and SSB-PriA inh -5.
O=C(Nc1ccc(F)cc1)C1CCCN(C2=NS(=O)(=O)c3ccccc32)C1 (stereo not drawn) was read as PrPC surface inh -7, BoNT A protease 0.9, Yp Topo-I inh -2, BH1578 lux ind -0.9, PfHsp40 yeast 0.2, Anthrax LF prot -4, TcdB GH inh -0.3 and SSB-PriA inh 2.
Screening COc1ccc(NC(=O)C2CCCN(S(=O)(=O)c3c(C)[nH]c(=O)[nH]c3=O)C2)cc1OC (stereo not drawn) returned PrPC surface inh -3, BoNT A protease 0.8, Yp Topo-I inh 12, BH1578 lux ind -0.1, PfHsp40 yeast 0.0, SARS 3CLpro inh 9, Anthrax LF prot -7, TcdB GH inh -0.2 and SSB-PriA inh -13.

Following part.
COc1cccc(C(C)(O)c2nc(-c3cccc(C#N)c3)cs2)c1 (stereo not drawn) was read as PrPC surface inh -4, BoNT A protease 0.0, Yp Topo-I inh -6, BH1578 lux ind inactive, Anthrax LF prot 2 and TcdB GH inh 1.3.
For CCN(CC)C(=O)c1sc(NC(=O)c2cccnc2)c(C(=O)OC)c1C the results were PrPC surface inh -2, BoNT A protease 0.5, Yp Topo-I inh 1, BH1578 lux ind inactive, PfHsp40 yeast 1.6, SARS 3CLpro inh -2, Anthrax LF prot -3, TcdB GH inh 1.0 and SSB-PriA inh -4.
Cn1c(=O)c2c(nc(NCCNC(=O)c3ccco3)n2Cc2ccccc2)n(C)c1=O was read as PrPC surface inh 2, BoNT A protease 2.1, Yp Topo-I inh 0, BH1578 lux ind -0.8, PfHsp40 yeast 0.9, SARS 3CLpro inh 6, Anthrax LF prot 9, TcdB GH inh -0.7 and SSB-PriA inh -10.
`Cc1ccc(C(=O)N/N=C/c2sc(=O)n(Cc3cccc(C(=O)O)c3)c2Cl)cc1` gave PrPC surface inh -3, BoNT A protease -0.5, Yp Topo-I inh 8, BH1578 lux ind 0.6, PfHsp40 yeast 0.1, SARS 3CLpro inh -2 and Anthrax LF prot -7.

This is a subset; the hit share may differ from the screen's.
